# Assay outcomes deposited in PubChem by several laboratories.
# BAP1 block: human BAP1 deubiquitinase inhibition | recombinant BAP1, Ub-AMC hydrolysis fluorescence kinetic; hits give low values | AID 436 | actives 0.48% (n = 72,000) | activity remaining (% of control), % at 20 µM;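 active = activity remaining at or below 50% of control, provided the compound also passes the data quality filters; inactive = the rest, including low values that fail the filters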;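 note: 100% = DMSO wells rate and 0% = substrate alone blank rate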
# Target sequence (Q92560 whole entry, looked up): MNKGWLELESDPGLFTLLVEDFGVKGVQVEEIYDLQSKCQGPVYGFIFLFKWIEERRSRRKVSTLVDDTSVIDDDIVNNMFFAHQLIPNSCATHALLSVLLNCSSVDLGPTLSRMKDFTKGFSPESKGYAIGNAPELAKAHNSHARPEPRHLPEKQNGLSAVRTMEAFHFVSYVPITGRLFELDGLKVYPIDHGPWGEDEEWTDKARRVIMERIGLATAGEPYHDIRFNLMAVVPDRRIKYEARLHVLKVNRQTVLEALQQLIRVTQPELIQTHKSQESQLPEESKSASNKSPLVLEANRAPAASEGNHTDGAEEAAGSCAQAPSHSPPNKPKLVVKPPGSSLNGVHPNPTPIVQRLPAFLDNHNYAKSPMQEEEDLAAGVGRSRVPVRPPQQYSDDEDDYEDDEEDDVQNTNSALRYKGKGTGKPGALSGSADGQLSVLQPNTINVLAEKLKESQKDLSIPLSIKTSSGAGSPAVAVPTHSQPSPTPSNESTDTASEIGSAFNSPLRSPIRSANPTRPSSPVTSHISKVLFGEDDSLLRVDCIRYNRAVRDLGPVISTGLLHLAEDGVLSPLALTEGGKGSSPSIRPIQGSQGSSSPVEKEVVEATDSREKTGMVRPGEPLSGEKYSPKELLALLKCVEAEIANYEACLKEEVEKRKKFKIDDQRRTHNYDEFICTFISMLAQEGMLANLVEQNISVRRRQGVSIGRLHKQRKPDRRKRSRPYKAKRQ
# HePTP inh: human HePTP phosphatase inhibition; P35236; recombinant HePTP phosphatase activity, OD absorbance; inhibition, % at 20 µM; actives 0.64% (n = 110,000); AID 521; in the data active = inhibition above about 50%;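 note: plate controls were vehicle for no effect and reference inhibitor for full effect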
# Target sequence (P35236 whole entry, looked up): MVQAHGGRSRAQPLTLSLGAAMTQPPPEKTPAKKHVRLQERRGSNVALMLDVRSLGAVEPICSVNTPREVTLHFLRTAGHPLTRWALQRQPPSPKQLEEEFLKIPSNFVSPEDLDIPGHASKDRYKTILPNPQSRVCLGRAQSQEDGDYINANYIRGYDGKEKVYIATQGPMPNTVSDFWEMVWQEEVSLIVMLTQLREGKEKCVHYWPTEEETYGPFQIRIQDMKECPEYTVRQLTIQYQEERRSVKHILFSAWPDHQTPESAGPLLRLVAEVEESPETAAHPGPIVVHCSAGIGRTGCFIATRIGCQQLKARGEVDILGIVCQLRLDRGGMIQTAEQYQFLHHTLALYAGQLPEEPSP
# The depositor's hits bear a star; i = inactive; . = no result given; & = joins results of further samples.
SMILES,BAP1 block,HePTP inh
O=S1(=O)CCC(NC(=S)N/N=C/c2ccc(-c3cc(Cl)ccc3Cl)o2)C1 (configuration not stated),.,7
COc1ccccc1-n1c(SCC(=O)Nc2ccc(F)cc2)nc2c(c1=O)SCC2,85,-12
Cc1cccc(NC(=O)COc2c(C)cc(C)cc2C)c1,.,-7
COC(=O)c1ccc(OCC(O)Cn2nc(C)cc2C)cc1 (configuration not stated),.,-10
Cc1nnc(SCc2cnc(-c3ccccc3)o2)[nH]c1=O,86,4
C=CCNC(=O)c1ccncc1,115,5
Cc1ccccc1C(=O)Nc1cccc(NC(=O)COc2ccccc2Cl)c1,.,-1
O=C1c2ccccc2N(Cc2ccc(Cl)cc2)C2=NCCN12,106,15
N#CCSC1=Nc2ccccc2C2=NC(CCC(=O)N3CCN(c4ccccc4)CC3)C(=O)N12 (configuration not stated),57,6
C(=Nc1ccccc1-c1nc2ccccc2[nH]1)c1ccco1,.,-6
O=c1[nH]cc(COCc2ccccc2)c(=O)[nH]1,91,-4
O=C(Nc1nc(-c2ccc(S(=O)(=O)N3CCCC3)cc2)cs1)c1ccco1,60,4
CCOC(=O)C1C(=O)CC(C)(O)C(C(=O)OCC)C1c1cc(Br)ccc1OC (configuration not stated),85,-11
COCC(=O)N(c1ccc(C(C)C)cc1)C1C=CS(=O)(=O)C1 (configuration not stated),94,6
CCOC(=O)C1=C(C)N=c2s/c(=C\c3c[nH]c4ccccc34)c(=O)n2C1c1cccc(OC)c1 (configuration not stated),.,-4

# A draw from above in order of molecular weight, high to low.
SMILES,BAP1 block,HePTP inh
CCOC(=O)C1C(=O)CC(C)(O)C(C(=O)OCC)C1c1cc(Br)ccc1OC (configuration not stated),85,-11
COc1ccccc1-n1c(SCC(=O)Nc2ccc(F)cc2)nc2c(c1=O)SCC2,85,-12
O=S1(=O)CCC(NC(=S)N/N=C/c2ccc(-c3cc(Cl)ccc3Cl)o2)C1 (configuration not stated),.,7
Cc1ccccc1C(=O)Nc1cccc(NC(=O)COc2ccccc2Cl)c1,.,-1
COC(=O)c1ccc(OCC(O)Cn2nc(C)cc2C)cc1 (configuration not stated),.,-10
Cc1nnc(SCc2cnc(-c3ccccc3)o2)[nH]c1=O,86,4
O=c1[nH]cc(COCc2ccccc2)c(=O)[nH]1,91,-4

# (listing goes on)
SMILES,BAP1 block,HePTP inh
C/C(=N\NC(=O)COc1cccc(C)c1)c1ccc(Br)cc1,.,9
CCOc1cccc(/C=C2/C(=O)NN(c3cc(Cl)cc(Cl)c3)C2=O)c1O,.,6
O=C(NCc1n[nH]c(=S)n1-c1cccc(Cl)c1)c1ccc(S(=O)(=O)N2CCCC2)cc1,101&129,3
CCc1ccc(C(=O)CSC2=C(C#N)C(c3ccco3)C(C(C)=O)=C(C)N2)cc1 (configuration not stated),67,7
COc1ccc(/C=C2\SC(=S)N(NC(=O)c3ccccc3Cl)C2=O)cc1,.,-10
COc1cccc(-c2noc(C3CCCN(S(=O)(=O)c4cccc(Cl)c4C)C3)n2)c1 (configuration not stated),65,6
NC(=O)c1oc2ccccc2c1NC(=O)c1ccc(F)cc1,95,5
CN(C)CCSc1nnc2sc3ccccc3n12,117,5
COc1cccc(/C=C2\C(=O)NC(=O)N(c3ccccc3)C2=O)c1OC,.,3
Cc1ccc(-c2cc(-c3ccccc3)c(C#N)c(N)n2)o1,i,5
Cc1cc(C)nc(SCC(=O)c2ccc(O)cc2O)n1,91,-11
O=C(Oc1ccc2ccc(=O)oc2c1)N1CCOCC1,105,10
O=C(Cn1cnc2c(nnn2Cc2ccc(Cl)cc2)c1=O)N1CCCc2ccccc21,82,.
NC(=O)c1cc(NC(=O)c2cc3ccccc3cc2O)ccc1Cl,.,-7
CC(=O)Nc1ccc(S(=O)(=O)N2CCN(Cc3ccccc3)CC2)cc1,.,-5
O=C(Cc1ccccc1)c1ccc(O)cc1O,.,5
Cc1ccc(-c2noc(CCC(=O)Nc3ccccc3N3CCN(C)CC3)n2)cc1,106,10
COc1ccc(N2CCN(CC(O)c3c[nH]c4ccc(OC)cc34)CC2C)cc1 (configuration not stated),105,2
C=CCO/N=C(\CCC)C1=C(N2CCCC2)CC(C)(C)CC1=O,.,-5
CCC(C)c1ccc(O)c(NC(=O)c2cncc(Br)c2)c1 (configuration not stated),62,11
O=C(NCCN1CCOCC1)C1CCC(=O)N1C1CCCCC1 (configuration not stated),89,-3
COc1ccc(CC(=O)Nc2ccc(Br)c(C)c2)cc1OC,.,6
Cn1c(=O)c2c(nc(CN3CCN(Cc4ccccc4)CC3)n2Cc2ccccc2)n(C)c1=O,106,7
COC(=O)c1ccc(CN(C)S(=O)(=O)c2ccc(C)cc2)o1,116,-8
COc1ccccc1N1CCN(C(CNC(=O)C2CCCCC2)c2cccnc2)CC1 (configuration not stated),97,-6
O=C(Nc1ccc(Oc2ccccc2)cc1)c1cnc2n(c1=O)CCS2,157,9
O=C(c1ccc(Cl)cc1)N(Cc1ccccc1)c1cccc([N+](=O)[O-])c1,.,7
CCOc1ccc2nc(SCC(=O)Nc3ncccn3)[nH]c2c1,109,16
COc1ccc(C(=O)N2CCN(Cc3cc(OC)c(O)c(OC)c3)CC2)cc1OC,110,4&-14
O=C(c1cccc(S(=O)(=O)N2CCCC2)c1)c1cccc(S(=O)(=O)N2CCCC2)c1,102,4
Cc1cc(N2CCN(c3nc(N4CCOCC4)nc4ccccc34)CC2)c2ccccc2n1,117,-2
CCOC(=O)C1CCN(S(=O)(=O)c2ccc(-c3ccc([N+](=O)[O-])cc3)cc2)CC1,.,-9
O=C(/C=C\Nc1ccc2[nH]ncc2c1)c1ccc(Br)cc1,.,0
COc1ccc(C2Nc3ccccc3C(=O)N2Cc2ccccc2)cc1COc1ccccc1F (configuration not stated),.,-5
N=c1c2c3c(sc2ncn1CCN1CCOCC1)CCCC3,133,.
CC(C)Oc1ccc(/C=N/NC(=O)C(=O)NC2CCCCC2)cc1,.,1
COC(=O)C1(C(F)(F)F)N=C2Sc3ccccc3N2C(N2CCOCC2)=N1 (configuration not stated),92,9
O=C1c2ccccc2-c2ccc(S(=O)(=O)N3CCOCC3)cc21,.,3
COc1ccc(C(=O)N(c2ccccc2)C2C=CS(=O)(=O)C2)cc1 (configuration not stated),91,0
CC1(C)OC(=O)N(CCc2ccccc2)C1(C)O (configuration not stated),102,10
Cc1ccc(CCP(=O)(O)CN2CCOCC2)cn1,91,8
Cn1c(=O)c(C(=O)NCCO)c(O)c2ccccc21,144,-7
CCOC(=O)c1c(NC(=O)C(c2ccccc2)c2ccccc2)sc2c1CC(C)(C)OC2,.,2
Cc1ccc(C2C(C(=O)c3cc4ccccc4o3)=C(O)C(=O)N2CCCN(C)C)cc1 (configuration not stated),90,5
COC(=O)c1cn(C)c2ccc(S(=O)(=O)N3CCCC3)cc2c1=O,109,13
Cc1ccc(OCCSc2nnc(-c3ccncc3)n2C)cc1,114,7
O=C(Nc1ccc2oc(-c3cccnc3)nc2c1)c1cccc(OCc2ccccc2)c1,.,-12
CC(=O)NC1=NC(=O)/C(=C\c2ccc(-c3cc([N+](=O)[O-])ccc3C)o2)S1,.,-14
Cc1ccc(C(=O)N/C(=C/c2ccc(Br)cc2)C(=O)N2CCOCC2)cc1,.,2
CCCc1n[nH]c2c1/C(=N\O)CC(C)(C)C2,.,-14
Cc1cc(C(=O)NCCCn2ccnc2)sc1-c1ccccc1,129,9
O=C(COC(=O)c1ccc2c(c1)C(=O)N(c1ccc([N+](=O)[O-])cc1)C2=O)c1ccccc1,52,.
CCc1ccccc1NC(=O)CN(c1ccc(Cl)cc1)S(C)(=O)=O,.,0
O=C1C=C/C(=N\S(=O)(=O)c2ccc(F)cc2)c2ccccc21,.,-5
COc1cccc(CN(Cc2cccnc2)S(=O)(=O)c2ccc(-n3cnnn3)c(C)c2)c1OC,96,-3
CC1=CC(C)(C)C(C(=O)O)C(C(=O)O)C1 (configuration not stated),125,4
COc1ccc(C(=O)Nc2cc3c(cc2C#N)OCO3)cc1S(=O)(=O)N1CCN(C)CC1,91,-4
COc1ccc(/C=N/NC(=O)CNc2cccc3ccccc23)c(O)c1,.,1
COc1ccc(Cl)c(S(=O)(=O)N2CCCC2)c1,109,-2
COC(=O)Nc1sc(C)c(C)c1C(N)=O,.,7
# (listing goes on)
SMILES,BAP1 block,HePTP inh
O=C(Oc1ccc(Cl)cc1Cl)c1c(F)cccc1F,.,5
COc1ccc(/C=N/Nc2nc3ccccc3[nH]2)c2c(OC)cccc12,.,7
Cc1cc(=O)n2nc(N3CCCC(C(=O)N4CCN(C)CC4)C3)sc2n1 (configuration not stated),93,2
CC1(C)CC(=O)C2=C(C1)NC(=O)CC2c1cccc(F)c1 (configuration not stated),103,5
O=C(CSc1nnc(Cn2c(=O)sc3ccccc32)n1-c1ccccc1)N1CCCCCC1,95,4
Cc1c(C(=O)O)sc(=S)n1CCOc1ccccc1,89,1
O=C(CSc1nc2ccccc2n1CC(=O)N1CCCC1)Nc1ccc2c(c1)OCO2,97,-6
Cc1ccc(C2=NC(=O)/C(=C/c3ccc4c(c3)OCO4)S2)cc1,.,6
C=CCOc1ccc(/C=C2\C(=O)N(Cc3ccco3)C(C)=C2C(=O)OC)cc1OC,.,-4
CCOc1ccc(N2C(=O)C(N3C(=O)c4ccccc4C3=O)C2c2ccc(N(C)C)cc2)cc1 (configuration not stated),66,.
Cc1ccc(C(=O)NNC(=O)c2ccc3ccccc3c2O)cc1,.,-16
Cc1ccc(C(C)C)c(OCC(=O)N2CCOCC2)c1,.,-5
CC(=Nc1cc(Cl)ccc1O)c1c(-c2ccccc2)[nH]n(-c2nc3ccccc3s2)c1=O,.,17
C=CCc1ccccc1OCC(O)CN1CCN(c2ccccc2F)CC1 (configuration not stated),113,6
COc1cc(NS(=O)(=O)c2ccccc2)cc(OC)c1,.,-4
Cc1cc(=O)[nH]c(-n2nc(C)cc2C)n1,100,-2
Cc1ccc(-n2c(C)cc(C)c(C#N)c2=O)cc1Cl,65,4
O=C(c1cccnc1)N1C2C=CC(C2)C1(C(F)(F)F)C(F)(F)F (configuration not stated),83,6
COc1ccccc1/C=N/NC(=O)C(=O)NCc1ccccn1,.,-1
O=S(=O)(c1ccccc1)N1N=C(c2ccccc2)CC1c1ccc(Br)cc1 (configuration not stated),142,.
CCN(CC)c1nc2ccccc2nc1C(C#N)C(=O)NCCCOC (configuration not stated),105,9
COC(=O)c1c(NC(=O)C(C)C)sc2c1CCCCC2,.,-8
CCCCCCOc1ccc(N2C(=O)CC(N(C)Cc3ccccc3)C2=O)cc1 (configuration not stated),.,7
Cc1ccc(S(=O)(=O)c2nc(C(C)(C)C)oc2N2CCOCC2)cc1,116,11
CCOc1cc2[nH]c(=O)n(CCC(=O)NCCc3ccc(OC)c(OC)c3)c(=O)c2cc1OCC,65,-3
CCc1c(C)nc2ncnn2c1N1CCC(C(=O)Nc2ccc(C)cc2)CC1,81,3
CC1CCN(S(=O)(=O)c2ccc3c(c2)C(=O)c2cc(S(=O)(=O)N4CCC(C)CC4)ccc2-3)CC1,77,.
O=C(Nc1n[nH]c(C2CCCCC2)n1)C1CCCCC1,112,-7
CNc1nc2sc3c(c2c(=O)n1C)CC(C)(C)SC3,84,-5
CCOC(=O)c1cnc(SCc2nc(N)nc(Nc3ccccc3)n2)nc1N,106,7

# Among those listed so far, six contain a cyano group:
SMILES,BAP1 block,HePTP inh
N#CCSC1=Nc2ccccc2C2=NC(CCC(=O)N3CCN(c4ccccc4)CC3)C(=O)N12 (configuration not stated),57,6
CCc1ccc(C(=O)CSC2=C(C#N)C(c3ccco3)C(C(C)=O)=C(C)N2)cc1 (configuration not stated),67,7
Cc1ccc(-c2cc(-c3ccccc3)c(C#N)c(N)n2)o1,i,5
COc1ccc(C(=O)Nc2cc3c(cc2C#N)OCO3)cc1S(=O)(=O)N1CCN(C)CC1,91,-4
Cc1ccc(-n2c(C)cc(C)c(C#N)c2=O)cc1Cl,65,4
CCN(CC)c1nc2ccccc2nc1C(C#N)C(=O)NCCCOC (configuration not stated),105,9

# Next entries:
SMILES,BAP1 block,HePTP inh
Cc1cc(C)n(-c2ccc(C(=O)NC(C)C)cc2)n1,99,9
COc1cccc(C2C3=C(CCCC3=O)Nc3nc(-c4cc(OC)c(OC)c(OC)c4)nn32)c1 (configuration not stated),64,14
O=C(CSc1nnc(SCc2ccc(Cl)cc2)s1)N1CCOCC1,87,-1
Oc1ccccc1-c1nnc(-c2ccc(C(F)(F)F)cc2)o1,82,12
CC(=O)c1cccc(NC(=O)C2CCCN(S(=O)(=O)c3ccccc3)C2)c1 (configuration not stated),110,2
CCC(=O)c1ccc(OC(=O)c2ccc(Br)cc2)cc1,.,-3
COc1ncnc2sc(-c3ccccc3)cc12,97,8
O=C1c2ccccc2-c2nc(-c3ccccc3)cc3cccc1c23,177,.
CCCc1cc(C(N)=O)c(NC(C)=O)s1,100,7
Cc1ccc(S(=O)(=O)NC(=O)N2CCN(Cc3ccccc3)CC2)cc1,.,-1
Nc1c(S(=O)(=O)c2ccccc2)nnn1-c1ccccc1,94,4
CCOP(=O)(OCC)C(OC(N)=O)c1ccc([N+](=O)[O-])cc1 (configuration not stated),.,-6
NC(Cc1ccc(Cl)cc1)C(=O)O (configuration not stated),90,.
O=C(NCCNC(=O)c1ccc([N+](=O)[O-])cc1)c1ccncc1,99,.
O=C(NC(=S)Nc1ccc2oc(-c3ccc(-c4ccccc4)cc3)nc2c1)c1ccco1,.,-5
Cc1ccc(-c2noc(CCc3ccccc3)n2)cc1,.,13
NC(=O)C1CCN(C(=O)c2cc(S(=O)(=O)N3CCOCC3)c(Cl)cc2Cl)CC1,107,3
CCCC(=O)c1ccc(N2CCOCC2)c(F)c1,92,-6&-4
CCn1c(SCC(=O)Nc2ccc(N3CCOCC3)c(Cl)c2)nnc1-c1ccc(N)cc1,74,12

# Rows were taken by chance. About 0.83% of those tested had a hit in this group.
